N370S GC – N370S glucocerebrosidase modulation, Gaucher chaperone candidate | N370S GC spleen homogenate, 4MU-glucoside fluorescence | Potency, µM (titrated, usually from 59.4 µM), for the others: at the top dose activity change, negative = inhibition, actives largely listed as inhibitors | AID 2101 | P04062 | 330,000 compounds, 0.092% hits;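 further: 0% = full enzyme activity and -100% = no enzyme basal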
DT40 TDP1 no CPT – qHTS for Inhibitors of human tyrosyl-DNA phosphodiesterase 1 (TDP1): qHTS in cells in absence of CPT. DT40 Tdp1-/- hTDP1 cells, no CPT, ATP luminescence, 48 h. Potency, µM (titrated, usually from 46.2 µM), for inactives: at the top dose activity change, negative = growth inhibition, most hits filed as inhibitors. 420,000 compounds, 15% hits; further: nearly all actives have a fitted effect of over 55% in size
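Chicken DT40 Tdp1-/- cells stably complemented with human TDP1 were seeded at 400 cells/well with DMSO in place of 20 nM camptothecin. After compound pinning, cells grew at least 48 hr at 37 °C; viability read by CellTiter-Glo luminescence.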
TDP1 inh – inhibitors of human tyrosyl-DNA phosphodiesterase TDP1; Potency, µM (series often up to 130 µM), inactives show top-dose activity change, negative = inhibition, most hits filed as inhibitors; recombinant TDP1, AlphaScreen DNA substrate cleavage; Q9NUW8; 350,000 compounds, 0.28% hits; AID 485290; further: nearly all actives have a fitted effect of over 40% in size
Target sequence (Q9NUW8 whole entry, looked up): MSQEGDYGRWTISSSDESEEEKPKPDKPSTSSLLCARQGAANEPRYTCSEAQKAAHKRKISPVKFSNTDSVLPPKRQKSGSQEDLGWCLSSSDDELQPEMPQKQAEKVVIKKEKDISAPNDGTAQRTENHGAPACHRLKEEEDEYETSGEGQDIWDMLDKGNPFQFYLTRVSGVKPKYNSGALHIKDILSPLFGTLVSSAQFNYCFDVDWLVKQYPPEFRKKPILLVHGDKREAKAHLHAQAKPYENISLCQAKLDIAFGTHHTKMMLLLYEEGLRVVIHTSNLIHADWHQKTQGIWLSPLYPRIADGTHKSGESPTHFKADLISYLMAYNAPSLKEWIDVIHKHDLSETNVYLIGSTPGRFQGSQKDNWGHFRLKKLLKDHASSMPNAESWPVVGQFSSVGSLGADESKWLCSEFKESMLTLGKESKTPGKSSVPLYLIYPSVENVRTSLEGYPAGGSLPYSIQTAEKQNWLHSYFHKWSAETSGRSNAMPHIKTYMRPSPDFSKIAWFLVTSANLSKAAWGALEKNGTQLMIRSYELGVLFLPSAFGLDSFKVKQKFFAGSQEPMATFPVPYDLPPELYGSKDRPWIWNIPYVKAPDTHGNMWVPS
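Steps: enzyme plus compound, 15 min RT; add biotin/phosphotyrosine-FITC oligonucleotide (15 nM final), react 5 min; add donor/acceptor beads (10 ug/ml final), 10 min; read AlphaScreen. Tdp1 at 1 nM final.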
Numbers without * were called inactive; ? = inconclusive; nt = not tested or not shown; & = joins results of further samples; [ ] = dose if it differs, or a comment. The call rests on the fitted dose curve; in most records, active means well fitted curve in the direction sought with a large enough effect; inconclusive means small, poorly fitted or top-dose-only effect, or another doubt; inactive means no such curve, though single readings can be large; an effect the other way counts as inactive or inconclusive. Unless noted, on the % scale 0 is the no-effect control and ±100 the full control effect; potency means the concentration at half of the fitted maximal effect. A portion of the library; rates above refer to the full screens.

| Structure | TDP1 inh | N370S GC | DT40 TDP1 no CPT |
| --- | --- | --- | --- |
| CN(CCOc1ccccc1)CC(=O)Nc1ccc(S(=O)(=O)N2CCCC2)cc1 | -3% | -3% | ? |
| CC(C)CCNC(=O)Nc1cc(C(=O)NCc2cccc(F)c2)ccc1N1CCCC1 | 4% | nt | ? |
| CCCOc1ccc(C(F)(F)F)cc1NC(=O)CCc1c(C)noc1C | -4% | nt | ? |
| CCC(C)N1C(=O)CCC1C(=O)N1CCN(c2ccc(F)cc2)CC1 (configuration not stated) | 5% | -2% | -14% |
| CC1=C(C(=O)N(C)C)C(c2ccc(Cl)c(Cl)c2)NC(=O)N1 (configuration not stated) | 2% | 1% | 3% |
| CCOc1ccc(C2=C/C(=C/c3cccnc3)C(=O)O2)cc1 | -3% | 0% | ? |
| CCOc1ccc(NC(=O)c2oc3ccccc3c2NC(=O)c2ccc(OC)cc2OC)cc1 | 4% | nt | 18µM* |
| O=C(COc1ccc(Cl)cc1)NCc1ccccc1 | 1% | 1% | -14% |
| CCn1c(SCc2ccccc2F)nnc1-c1ccncc1 | nt | -11% | -5% |
| CN(C)C(=O)COC(=O)c1cc(Cl)cc(Cl)c1N | 4% | 25% | -5% |
| O=[N+]([O-])c1cc(Cl)ccc1Sc1cccc2cccnc12 | 7% | 1% | -20% |
| Cc1cc(C)n(-c2nc3c(c(=O)[nH]c(=O)n3C)n2C)n1 | 3% | 4% | -14% |
| CCOC(=O)C1C(=O)CC(C)(O)C(C(=O)OCC)C1c1cccc(OC)c1 (configuration not stated) | 4% | 10% | -13% |
| COc1ccccc1-n1cnnc1SCC(=O)Nc1ncc(Cl)cc1Cl | 0% | -23% | ? |
| Cc1cc(C)c(C)c(S(=O)(=O)Nc2ccccc2C(=O)NCCCN2CCOCC2)c1C | 0% | ? | ? |
| CCOc1cc(CNc2ccccc2)cc(Br)c1OCc1ccccc1F | -2% | 10% | ? |
| Cc1nc2cnc(N(C)C)nc2n(CCc2ccccc2)c1=O | nt | 6% | 8.2µM* |
| CC(Oc1cccnc1[N+](=O)[O-])C(=O)Nc1ccc(Cl)cn1 (configuration not stated) | 1% | nt | -6% |
| COC(=O)[C@@]1(C)C[C@@H]1[C@@H](NC(=O)[C@@]1(C)C[C@@H]1[C@@H](NC(=O)[C@@]1(C)C[C@@H]1[C@@H](NC(=O)[C@@]1(C)C[C@@H]1[C@@H](NC(=O)OCc1ccccc1)c1ccccc1)c1ccccc1)c1ccccc1)c1ccccc1 | 7% | -13% | nt |
| CCOc1ncccc1C(=O)NCCc1ccc(OC)cc1 | -10% | 2% | 21µM* |
| Cc1ccc(OCCSc2nc(-c3ccccc3C)nc3cc(=O)[nH]n23)cc1Cl | 5% | nt | 16µM* |
| O=C(c1ccccc1Cl)N1CCCC(c2nc3c(nnn3Cc3ccc(F)cc3F)c(=O)[nH]2)C1 (configuration not stated) | -5% | nt | ? |
| Cc1c2c(nc3c(C(=O)NC4CCCCC4C)cnn13)CCCC2 (configuration not stated) | 7% | 24% | nt |
| CC1CCN(C(=O)c2ccc(N3C(=O)c4ccccc4C3=O)cc2)CC1 | 1% | -3% | -18% |
| CCC1CCCCN1C(=O)CSc1nnc(-c2ccc(Cl)cc2)o1 (configuration not stated) | 0% | 1% | 16µM* |
| Cc1cccc(C(=O)OCC(=O)NC23CC4CC(CC(C4)C2)C3)c1O | -5% | nt | 18µM* |
| CCOC(=O)c1cc2sccc2n1Cc1ccc(C#N)cc1 | -6% | 11% | ? |
| C/C(=N\NC(=O)c1ccn(C)n1)c1ccc(NC(=O)c2cccc(F)c2)cc1 | 4% | -1% | ? |
| COC(=O)c1ccccc1NC(=O)CCS(=O)(=O)c1ccc(Br)cc1 | nt | 5% | ? |
| CCNC(=O)COc1ncnc2scc(-c3ccc(F)cc3)c12 | -5% | -10% | 16% |
| COc1ccc(-n2c(SCC(=O)Nc3cccc(C(=O)O)c3)nnc2-c2ccco2)cc1 | 0% | -6% | 0% |
| COc1ccc(CCN2C(=O)NC(NS(=O)(=O)c3ccc(NC(C)=O)cc3)(C(F)(F)F)C2=O)cc1OC (configuration not stated) | 3%&0% | 6% | 12%&-15% |
| Cc1ccc(-c2ccc(=O)n(Cc3c(F)cccc3Cl)n2)cc1 | nt | ? | 18µM* |
| COc1cc2cc(CN(Cc3nnnn3Cc3ccco3)C3CCCCC3)c(=O)[nH]c2cc1OC | nt | 5% | -23% |
| CCOc1ccc(NC(=O)c2noc3c2CSc2ccccc2-3)cc1 | 9% | nt | -25% |
| O=C(COC(=O)c1ccc(S(=O)(=O)N2CCCC2)cc1)NCc1ccc(Cl)cc1 | 0% | -27% | ? |
| NC1(C(=O)O)CCc2cc(C(=O)O)ccc21 (configuration not stated) | ? | 3%&4% | ? |
| Cc1nn(CC(=O)NCc2ccccc2F)c(C)c1[N+](=O)[O-] | 3% | 0% | ? |
| Cc1cc(C(=O)CSc2nnc3ccccn23)c(C)n1-c1ccccc1 | 6% | -1% | 23µM* |
| Cc1c(NC(=O)c2ccc(Br)o2)cccc1C(=O)O | 2% | 1% | -2% |

In the list so far, four have a furan ring, fused or not:
| Structure | TDP1 inh | N370S GC | DT40 TDP1 no CPT |
| --- | --- | --- | --- |
| CCOc1ccc(NC(=O)c2oc3ccccc3c2NC(=O)c2ccc(OC)cc2OC)cc1 | 4% | nt | 18µM* |
| COc1ccc(-n2c(SCC(=O)Nc3cccc(C(=O)O)c3)nnc2-c2ccco2)cc1 | 0% | -6% | 0% |
| COc1cc2cc(CN(Cc3nnnn3Cc3ccco3)C3CCCCC3)c(=O)[nH]c2cc1OC | nt | 5% | -23% |
| Cc1c(NC(=O)c2ccc(Br)o2)cccc1C(=O)O | 2% | 1% | -2% |

Going on with the list.
| Structure | TDP1 inh | N370S GC | DT40 TDP1 no CPT |
| --- | --- | --- | --- |
| O=C1c2oc3ccccc3c(=O)c2C(c2cccc(Br)c2)N1c1ccccn1 (configuration not stated) | 3% | nt | 16µM* |
| Cc1ccc(Cl)cc1NC(=O)C1C2CCC(O2)C1C(=O)O (configuration not stated) | nt | 0% | 3% |
| CCOC(=O)NC(=O)/C(C#N)=N/Nc1ccc(F)cc1 | 8% | 2% | 7% |
| COC(=O)C1=C(CCc2ccccc2)NC(=O)NC1c1ccc(Br)cc1 (configuration not stated) | nt | -5% | -25% |
| COc1cccc(C(=O)NNc2c3ccccc3nc3ccccc23)c1 | nt | ? | 12µM* |
| CCN(CC(=O)Nc1c(F)cccc1F)C(=O)Cc1ccsc1 | 2% | nt | -4% |
| O=C(CCn1c(=O)[nH]c2ccsc2c1=O)N1CCN(c2ccc([N+](=O)[O-])cc2)CC1 | 4% | -10% | ? |
| Cn1cc(-c2nnc(-c3ccccc3)o2)c2ccccc21 | 6% | 5% | ? |
| CCOC(=O)c1sc(NC(=O)/C=C/c2c(F)cccc2Cl)nc1C | 3% | 2% | -20% |
| COc1ccccc1CNc1ccnc(-c2ccccc2OC)n1 | nt | -15% | ? |
| CCOC(=O)C1=C(NC(=S)NC(=O)c2ccccc2)c2ccccc2CC1C(C)C (configuration not stated) | 5% | 11% | 23µM* |
| COc1ccc(-c2cc(C(=O)Nc3sc4c(c3C#N)CCCC4)c3ccccc3n2)cc1OC | 7% | ? | -27% |
| Nc1cccc(-n2nncc2-c2ccccc2)c1 | -1% | 19% | -17% |
| COc1ccc(NC(=O)CN2CCN(c3c(C)cccc3C)CC2)cc1 | 6% | -9% | ? |
| O=S(=O)(c1ccccc1)c1nc(-c2ccc(F)cc2)oc1N1CCOCC1 | -5%&2% | -12% | ? |
| NC(=O)C1=NOC(CNc2ncc(C(F)(F)F)cc2Cl)C1 (configuration not stated) | 2% | -14% | -25% |
| CCOc1ccc(NC(=O)Nc2cccc(C)n2)cc1 | 0% | ? | 2%&-15% |
| COc1ccc(Cn2nnnc2C(C(C)C)N2CCc3ccccc32)cc1 (configuration not stated) | 8% | 8% | ? |
| COc1ccccc1S(=O)Cc1ccc(C(=O)O)o1 (configuration not stated) | 3% | 5% | -6% |
| CCn1cc([N+](=O)[O-])c(=O)c2cc(F)c(N3CCOCC3)cc21 | nt | -9% | -26% |
| CC1(C)Cc2ccccc2-c2nnc(-c3cccnc3)n21 | 9% | -2% | ? |
| Cc1cc(C)c(OCC(=O)N(Cc2cccc(F)c2)Cc2ccco2)c(C)c1 | 2% | nt | 18µM* |
| O=C(CCN1C(=O)S/C(=C\c2ccccc2)C1=O)N1CCCCC1 | nt | -2% | ? |
| Cc1cccc(NC(=S)NNC(=O)c2csc(C(C)C)c2)c1 | -1% | 10% | -20% |
| Cc1ccc(NC(=O)c2cc3ccccc3o2)cc1Cl | -7% | ? | ? |
| O=C(c1cccs1)N(C(=O)c1cccs1)c1ccc(Br)cn1 | 0% | 24% | ? |
| Cc1nc2ccccn2c1-c1csc(Nc2ccc(C(=O)O)cc2)n1 | nt | 7% | 3.7µM* |
| CCc1cc(C(=O)NNC(=S)Nc2cc(C)ccc2C)cs1 | 8% | 6% | ? |
| CCOCCCNC(=O)c1ccc(-c2nc(CS(=O)(=O)c3ccccc3)c(C)o2)cc1 | 8% | nt | ? |
| CCOc1ccc(Oc2c(/C=N/NC(N)=O)c(C)nn2-c2ccccc2)cc1 | 7% | -5% | ? |
| Cc1cc(C(F)F)n2ncc(C(=O)N3CCC(C(N)=O)CC3)c2n1 | 7% | 19% | -1% |
| O=C(Nc1ccc2c(c1)OCCO2)C1CC(O)CN1C(=O)Nc1ccccc1 (configuration not stated) | 10% | -3% | ? |
| COC(=O)[C@@H](N)Cc1ccc(O)c(O)c1 | -10% | -2%&5% | ? |
| O=C(/C=C/c1ccccc1)NC(=S)Nc1ccccc1 | nt | -13% | ? |
| O=C(C1CCCCC1)N1CCN=C1SCc1cccnc1 | 1% | 0% | -29% |
| O=C(Cc1ccccc1)NCC(=O)OCC(=O)c1cccs1 | 3% | 5% | -3% |
| CCOc1ccc(S(=O)(=O)NCC(=O)OCc2nnc(-c3ccccc3)o2)cc1 | 0%[56.1 µM] | nt | -24% |
| COc1cc(C(=O)OCC(=O)NC(=O)c2cccn2C)ccc1OC(F)F | 4% | -6% | -18% |
| COc1ccc(N(CN2C(=O)C3C4C=CC(C4)C3C2=O)C(=O)c2ccco2)cc1 (configuration not stated) | 6% | 9% | -1% |
| C/C(=N\O)C(=O)NCCN(C)C | 5% | 5% | 9% |

Among those listed so far, 3 contain a CF3 group.
| Structure | TDP1 inh | N370S GC | DT40 TDP1 no CPT |
| --- | --- | --- | --- |
| CCCOc1ccc(C(F)(F)F)cc1NC(=O)CCc1c(C)noc1C | -4% | nt | ? |
| COc1ccc(CCN2C(=O)NC(NS(=O)(=O)c3ccc(NC(C)=O)cc3)(C(F)(F)F)C2=O)cc1OC (configuration not stated) | 3%&0% | 6% | 12%&-15% |
| NC(=O)C1=NOC(CNc2ncc(C(F)(F)F)cc2Cl)C1 (configuration not stated) | 2% | -14% | -25% |

Next part:
| Structure | TDP1 inh | N370S GC | DT40 TDP1 no CPT |
| --- | --- | --- | --- |
| CN1C(=S)SC(/[N+]([O-])=C\c2ccccc2)C1(C)C (configuration not stated) | 2% | 0% | 1% |
| Cc1cc(O)c(NC(=O)c2cc([N+](=O)[O-])ccc2Cl)cc1C | 6% | 5% | -27% |
| COc1cc(OC)c(NC(=O)COc2ccccc2-c2nnc(-c3ccccc3)o2)cc1Cl | -1% | nt | -14% |
| CCN(CC)S(=O)(=O)c1ccc(C)c(NC(=O)Cc2ccc(S(=O)(=O)N3CCOCC3)s2)c1 | 4% | 1% | 21µM* |
| O=C(Cn1c(C(F)(F)F)nc2ccccc21)Nc1ccccc1N1CCOCC1 | 4% | 15% | -26% |
| COc1ccc(N=C2SCC(c3ccc(C)cc3)=NN2CCO)cc1 | 10% | 7% | -30% |
| CS(=O)(=O)N(CCc1ccccc1)CC(=O)N1CCc2ccccc2C1 | 0% | 4% | ? |
| O=C(Cn1c(=O)c2ccccc2n(CC(=O)N2CCCCC2)c1=O)N1CCCCC1 | nt | 12% | 0% |
| O=S(=O)(NCCSc1ccc(Cl)cc1)c1ccc(F)cc1 | 4% | -9% | ? |
| CCOC(=O)CSc1nc2c(sc(=S)n2-c2ccccc2OC)c(=O)n1-c1ccccc1OC | nt | -13% | ? |
| COc1ccc(CCC(C)NCCc2ccc(Cl)cc2Cl)cc1 (configuration not stated) | 5% | ? | 23µM* |
| CCCCN(CC)C(=O)c1cc2cc3ccc(Cl)cc3nc2o1 | nt | 0% | ? |
| COc1ccc(NS(=O)(=O)c2ccc(NC(=O)c3ccc(CN4CCOCC4)cc3)cc2)cc1 | 11% | -6% | 23µM* |
| COc1ccc(NC(=O)Cn2c(=O)nc(-c3ccccc3)c3ccccc32)cc1OC | -1% | nt | ? |
| CC(OC(=O)c1cc2sccc2n1C)C(=O)NCc1cccs1 (configuration not stated) | 8% | 10% | -23% |
| CCOC(=O)c1nn(-c2ccc(Cl)cc2)c2nnc(Cc3ccccc3)c(=O)n12 | -5% | -17% | 2% |
| O=C(NCC1OCCc2ccccc21)c1cc(COc2c(F)cccc2F)on1 (configuration not stated) | 0% | 5% | 16µM* |
